tim10-1 inh – inhibits growth of tim10-1 mutant yeast. S. cerevisiae tim10-1 ts strain growth, BacTiter-Glo, 24 h. inhibition, % at 20 µM. 2.2% of 330,000 active;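 active means inhibition of at least 40%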;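 further: mutant grown at 25 °C; 0% = DMSO wells with yeast and 100% = wells holding no yeast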
tim23-1 inh – tim23-1 yeast growth inhibition; AID 463212; S. cerevisiae tim23-1 growth, BacTiter-Glo luminescence, 24 h; 1.3% of 330,000 active; inhibition, % at 20 µM;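 active means growth inhibition of the mutant yeast at or above 50%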;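 further: temperature-sensitive mutant grown at 25 °C; plate controls were DMSO-treated mutant yeast for no effect and medium wells lacking yeast for full effect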
UPR CHOP act – activators of apoptotic arm of unfolded protein response (CHOP); CHO-CHOP luciferase reporter, UPR activation, luminescence; percent of tunicamycin response over DMSO baseline; activation, % at 10 µM; 0.34% of 330,000 active;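 active means at 10 µM dose, activation of 40% or more, normalized to positive control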;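 further: 100% = tunicamycin at 10 µg/mL and 0% = DMSO alone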
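System: CHO CHOP reporter cells. Amount: 500 cells per well. Buffer or medium: F12 medium, 10% FBS. Compound dosing: one dose, 10 µM in 0.5% DMSO. Incubation: 6 h compound exposure at 37 °C after overnight seeding. Technique: Steady-Glo luciferase luminescence. Benchmarks: tunicamycin and DMSO controls.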
UPR XBP1 act – activators of adaptive arm of unfolded protein response (XBP1). CHO-XBP1 luciferase reporter, IRE1-XBP1 UPR activation, luminescence; percent of tunicamycin response, DMSO as zero. activation, % at 20 µM. 0.33% of 330,000 active. AID 463104;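 active means versus positive control, 20 µM dose yields 30% or more activation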;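 further: 100% = tunicamycin at 10 µg/mL and 0% = DMSO only wells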
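Assay system: CHO-XBP1 luciferase reporter cells; Schedule: 6 h treatment, 37 °C; Detection: glow luminescence from Steady-Glo reagent; Benchmarks: high control tunicamycin 10 µg/mL final, low control DMSO vehicle only.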
TIM10 inh – inhibits growth of TIM10 yeast strain. S. cerevisiae TIM10 strain growth, BacTiter-Glo luminescence, 24 h. inhibition, % at 10 µM. 1.4% of 330,000 active. AID 463195;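 active means inhibition of 40% or more at the single tested concentration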;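 further: wild-type TIM10 isogenic control strain grown at permissive 25 °C; 0% = DMSO yeast wells and 100% = minimal medium wells without yeast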
APJ antag – APJ receptor antagonism; P35414; CHO-K1 APJ beta-arrestin complementation, luminescence; inhibition, % at 20 µM; 0.32% of 330,000 active;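 active means inhibition above about 40% at 20 µM, limit read from the data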;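 further: cells challenged with 10 nM apelin-13 agonist together with compound; plate controls were apelin-13 plus DMSO wells for no effect and DMSO wells lacking apelin-13 for full effect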
APJ agonist – APJ receptor agonism; P35414; CHO-K1 APJ PathHunter beta-arrestin, luminescence; 0% DMSO wells, 100% apelin; activation, % at 20 µM; 0.11% of 330,000 active; AID 2520;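 active means activation more than six SD over the plate average, tested at 20 µM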;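 further: 0% = DMSO alone and 100% = apelin-13 at 10 nM; some results filed as inactive read as strong as hits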
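Assay system: CHO-K1 cells stably expressing ProLink-tagged human APJ and arrestin–beta-gal acceptor. Compound dosing: 20 µM single point, 1% DMSO. Times: 16-18 h seeding, 90 min dark compound exposure, 60 min detection. Detection: beta-gal luminescence. Evaluation: APJ–arrestin association signal. Controls: negative DMSO alone, positive Apelin-13 at 10 nM.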
Mdm2-MdmX inh – disrupts the human Mdm2-MdmX interaction | O15151+Q00987 | SaOS-2 split-luciferase Mdm2/MdmX complementation, luminescence | AID 485346 | 3% of 330,000 active | inhibition, % at 8 µM;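 active means inhibition of at least 50% at 8 µM in the primary screen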
Target sequence (O15151 whole entry, looked up): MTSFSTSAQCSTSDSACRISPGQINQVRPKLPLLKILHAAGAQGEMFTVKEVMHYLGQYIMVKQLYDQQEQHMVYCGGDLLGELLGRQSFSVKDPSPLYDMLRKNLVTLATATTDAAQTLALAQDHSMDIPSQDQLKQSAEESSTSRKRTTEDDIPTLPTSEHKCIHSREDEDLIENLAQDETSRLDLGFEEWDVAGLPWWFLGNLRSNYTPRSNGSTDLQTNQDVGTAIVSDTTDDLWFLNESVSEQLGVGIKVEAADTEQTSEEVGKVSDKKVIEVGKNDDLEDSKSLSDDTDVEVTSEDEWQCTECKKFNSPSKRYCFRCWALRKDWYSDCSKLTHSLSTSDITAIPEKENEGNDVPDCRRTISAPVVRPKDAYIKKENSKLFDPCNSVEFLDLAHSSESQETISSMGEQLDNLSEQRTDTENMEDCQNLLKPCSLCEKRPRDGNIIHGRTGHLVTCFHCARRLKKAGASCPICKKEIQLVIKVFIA
Target sequence (Q00987 whole entry, looked up): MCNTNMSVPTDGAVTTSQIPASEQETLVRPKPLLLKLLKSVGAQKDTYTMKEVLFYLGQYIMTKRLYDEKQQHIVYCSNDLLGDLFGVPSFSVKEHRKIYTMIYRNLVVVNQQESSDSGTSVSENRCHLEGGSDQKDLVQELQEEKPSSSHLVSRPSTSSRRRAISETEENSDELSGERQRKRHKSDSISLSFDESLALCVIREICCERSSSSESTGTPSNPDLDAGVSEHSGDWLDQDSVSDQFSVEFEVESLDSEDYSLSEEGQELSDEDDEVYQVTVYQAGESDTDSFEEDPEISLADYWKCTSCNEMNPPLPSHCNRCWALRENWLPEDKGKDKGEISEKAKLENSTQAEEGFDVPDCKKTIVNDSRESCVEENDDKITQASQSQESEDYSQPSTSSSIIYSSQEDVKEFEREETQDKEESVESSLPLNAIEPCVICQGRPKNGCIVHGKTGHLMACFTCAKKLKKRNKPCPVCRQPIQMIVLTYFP
CXCR6 inh – blocks human CXCR6 beta-arrestin recruitment; O00574; CHO-K1 PathHunter CXCR6 beta-arrestin, luminescence; inhibition, % at 20 µM; 0.36% of 360,000 active; in the data active means inhibition above about 34%, passing the limit was not always enough;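 further: antagonist mode with CXCL16 agonist at 10 nM final; 0% = 10 nM CXCL16 with DMSO and 100% = unstimulated wells without agonist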
* hit, by the source's call; x = not tested or not shown.

Results follow in this order: APJ agonist	tim23-1 inh	tim10-1 inh	APJ antag	TIM10 inh	UPR XBP1 act	CXCR6 inh	UPR CHOP act	Mdm2-MdmX inh
> COc1ccc(N2CCN(S(=O)(=O)CCNC(=O)C3CC3)CC2)cc1
  -4	-12	5	16	-1	2	-7	0.8	5
> O=C(NCc1nc(-c2ccc(C(F)(F)F)cc2)no1)Nc1ccc(F)cc1F
  0	-6	-5	-5	1	2	10	3.5	11
> COCCOC(=O)C1=C(C)Nc2ncnn2C1c1ccc(F)cc1 (stereo not drawn)
  -4	-1	13	17	3	-2	1	-0.8	19
> O=C(Nc1cc(Cl)ccc1-n1cncn1)c1ccccc1OC(F)F
  -5	10	10	-1	1	4	2	1.2	6
> COc1cc(NC(=O)C2=CC(c3ccco3)=NS(=O)(=O)N2C)cc(OC)c1OC
  3	7	10	-3	2	-3	-3	1.9	12
> Cn1c(Nc2ccc(F)cc2)nc2ccccc21
  0	17	5	0	6	-1	4	-0.7	1
> Cc1ccc(Nc2cc(C)nc(-c3ccccc3)n2)cc1
  -2	51*	42*	-4	39	1	4	9.7	-66
> COc1ccc(C(=O)Nc2nc(-c3cccs3)c(NC(C)=O)s2)cc1
  3	-25	-1	0	-46	-2	-5	-1.0	26
> CN(C(=O)Nc1ccccc1)n1cnc2ccccc2c1=O
  -2	-16	-4	12	-7	-1	-5	0.3	7
> O=C(O)c1ccc(-c2nc(-c3ccccc3)c(-c3ccccc3)[nH]2)cc1
  -5	-12	-5	21	-4	-2	3	1.5	12
> CN1c2ccccc2C(O)=C(C(=S)Nc2ccccc2)S1(=O)=O
  -2	3	9	3	-6	-1	0	-0.1	18
> O=C(Cc1ccccc1)NCC(=O)N/N=C/c1ccc(C(=O)O)cc1
  2	2	-8	-37	9	-1	-7	0.6	-3
> CC1CCCCN1c1nc(-c2ccncc2)nc2ccccc12 (stereo not drawn)
  1	53*	47*	14	53*	6	4	3.2	13
> COC(=O)c1sc(N2C(=O)C(=O)/C(=C(/O)c3ccc(C)cc3)C2c2ccco2)nc1C (stereo not drawn)
  -3	21	23	18	18	-7	x	0.6	18
> O=C(CSc1nc2ccccc2c(=O)n1CCC(=O)N1CCCCC1)NCc1ccccc1
  -4	5	2	-2	-6	-1	-7	-1.2	-13
> COc1ccccc1NS(=O)(=O)c1cccc(C(=O)N/N=C/c2ccccc2OCC(=O)O)c1
  -4	18	3	-12	-5	2	3	-1.4	-23
> O=C(Cn1c(=O)cnc2ccccc21)N1CCCc2ccccc21
  -1	29	26	7	2	1	-4	0.2	-18
> C=CCn1c(Cc2nc3ccc(Cl)cc3[nH]2)n[nH]c1=S
  0	-4	5	-5	-6	1	4	1.1	16
> CC(C)CC(=O)NC(c1cccs1)c1ccc2cccnc2c1O (stereo not drawn)
  -1	52*	33	-9	-43	0	3	5.2	72*
> CC(=O)N(/N=C1/C(=O)Nc2ccccc21)c1ccccc1
  -3	20	13	20	14	0	13	4.4	-35
> CCN1C(=O)CC(C(=O)O)SC1=Nc1ccc(OC)cc1 (stereo not drawn)
  -4	7	5	2	7	0	1	0.1	-23
> CSc1nc(NS(=O)(=O)c2cc(Br)ccc2Br)cc(=O)[nH]1
  1	22	18	3	11	-1	2	2.4	27
> Cc1ccc(S(=O)(=O)Oc2ccccc2N2C(=O)C3C4CCC(C4)C3C2=O)cc1 (stereo not drawn)
  3	32	38	-2	10	-5	-8	-1.1	-45
> N#Cc1ncc(Cc2ccccc2)nc1C#N
  0	28	41*	-7	0	2	-9	60*	47
> CCOC(=O)N1CCN(C(=O)Cc2ccccc2[N+](=O)[O-])CC1
  2	-7	-5	-5	4	0	-5	-2.5	1
> Cc1c(Br)c([N+](=O)[O-])nn1CC(=O)NCc1ccccn1
  -3	-11	5	21	-11	-2	0	-0.5	-12
> Cn1cccc1Cc1nnc(SCC(N)=O)n1-c1ccc(F)cc1
  -2	-2	-7	9	0	1	-2	1.5	16
> C=CCn1c(Cc2ccccc2)nnc1SCc1nc2ccccc2c(=O)[nH]1
  -3	9	8	-4	6	0	-1	-0.5	6
> CN1CCc2c(sc(NC(=O)Cc3ccccc3)c2C#N)C1
  -3	-17	-21	15	-14	7	-2	-2.4	-2
> Cc1ccc(C)c(S(=O)(=O)N2CCN(C(=O)CCc3nc4ccccc4c(=O)[nH]3)CC2)c1
  -3	5	23	-5	13	-2	-3	0.6	22

Part of the list above, limited to TIM10 inh:
Compound | TIM10 inh
CSc1nc(NS(=O)(=O)c2cc(Br)ccc2Br)cc(=O)[nH]1 | 11
Cc1ccc(S(=O)(=O)Oc2ccccc2N2C(=O)C3C4CCC(C4)C3C2=O)cc1 (stereo not drawn) | 10

Carrying on:
Results follow in this order: APJ agonist	tim23-1 inh	tim10-1 inh	APJ antag	TIM10 inh	UPR XBP1 act	CXCR6 inh	UPR CHOP act	Mdm2-MdmX inh
> O=C(Cc1ccc(Br)cc1)Nc1cccc(S(=O)(=O)N2CCOCC2)c1
  -3	27	26	-1	16	1	0	-0.2	-7
> CN1CCN(C(=O)/C(=C\c2cccc([N+](=O)[O-])c2)NC(=O)c2cccs2)CC1
  -4	-5	10	-2	6	0	2	0.3	5
> NC(=O)c1ccsc1NC(=O)COC(=O)c1ccncc1
  -5	-2	-6	19	0	2	3	1.0	17
> CCOc1ccc2[nH]c(C)c(CN3CCN(CC)CC3)c(=O)c2c1
  -6	-5	5	3	1	-1	-2	-0.6	21
> C=CCCC(=O)Nc1nc(C)c(-c2csc(Nc3ccccc3OC)n2)s1
  4	31	29	-3	10	2	-4	0.6	60*
> Cc1ccc(CONC(=O)c2ccc(Cl)cc2)cc1
  -3	-11	-15	8	-4	0	-2	0.8	-31
> Cc1ccc(-c2c(C#N)c(N)nc3c2CCCC3)s1
  -1	1	19	19	-4	0	2	-2.2	19
> COc1ccc(/C(O)=C2/C(=O)C(=O)N(Cc3cccnc3)C2c2ccncc2)cc1F (stereo not drawn)
  -3	0	10	4	-20	-3	7	1.4	-4
> COc1ccccc1NC(=O)CSC(N)=O
  -6	27	31	6	23	-1	2	-1.3	-15
> CCN1/C(=C2/SC(=S)N(C)C2=O)C=Cc2cc(C)ccc21
  -2	6	19	11	-10	-1	6	1.4	6
> O=S(=O)(NC1CC2CCC1C2)c1ccc2c(c1)OCCO2 (stereo not drawn)
  -4	-22	-25	-3	-27	-3	-1	2.1	-14
> CC(C)(C)OC(=O)[C@H](CCCCN)NC(=O)c1nc[nH]c1C(=O)NCCCCCN
  -1	-2	-26	2	-1	0	-20	-2.4	9
> CC(C)C(NC(=O)c1cccc(S(=O)(=O)N2CCOCC2)c1)C(=O)NCc1ccc(Cl)cc1 (stereo not drawn)
  -3	-2	-8	-1	3	-3	6	-0.4	13
> O=C(Cn1nnc(-c2cccc(C(F)(F)F)c2)n1)N1CCOCC1
  -4	13	2	-1	-1	-1	-2	0.0	23
> CC(=O)C1=C(O)C(=O)N(c2ccc(S(N)(=O)=O)cc2)C1c1ccccc1F (stereo not drawn)
  -1	19	27	59*	20	-2	-12	4.2	-27
> Cc1occc1C(=O)N/N=C/c1cccs1
  -2	-14	-23	-1	-1	4	-11	3.9	-30
> Cc1cc(N)n(Cc2ccc(Cl)cc2)n1
  0	16	1	-1	-1	1	1	0.1	14
> CC(C)=CCC/C(C)=C/CC(C)(C)CNCCN1CCNCC1
  -4	-32	-2	10	-8	1	x	1.7	88*
> COc1ccc(CN(C)C(=O)CC(c2ccccc2)c2ccccc2)cc1
  -3	27	-20	17	10	-3	1	0.3	3
> NC(=O)CSc1nc2cc(S(=O)(=O)N3CCOCC3)ccc2o1
  -4	3	1	13	-5	-1	2	-1.2	7
> COC(=O)c1ccccc1NC(=O)CN1CCCCCC1
  -4	2	-4	-2	-8	-2	-3	1.3	-11
> O=C(COC(=O)/C=C/c1ccc2c(c1)OCO2)NCc1ccccc1
  0	5	-15	6	3	-1	-3	0.8	22
> O=C(Cn1ncc2c(=O)oc3ccccc3c21)NCCc1ccsc1
  3	-3	-12	5	-9	-1	-1	0.5	1
> CCOc1ccc2nc(NC(=O)Cn3cnc4c3c(=O)n(C)c(=O)n4C)sc2c1
  -1	3	2	-8	5	-1	0	0.6	13
> O=C(NC1CCCC1)C(c1ccsc1)N(Cc1ccco1)C(=O)Cc1cccs1 (stereo not drawn)
  -6	33	31	17	19	-5	5	-0.1	21
> c1ccc(COc2cccc(CNn3cnnc3)c2)cc1
  -2	7	12	-3	10	-4	2	-2.8	15
> O=C(O)c1cccc(CSc2ncccn2)c1
  -2	16	12	-5	19	-2	0	-0.5	8
> Cc1ccc(-c2nc(CS(=O)(=O)CC(=O)NCCN3CCOCC3)c(C)o2)cc1
  -1	-1	-6	0	-2	-3	1	-0.8	7
> COc1ccccc1Nc1nc(N)nc(-c2oc3ccccc3c2C)n1
  -4	-11	24	-2	-14	0	-11	0.2	15

Structures from the list above containing a furan ring, fused or not (five):
Results follow in this order: APJ agonist	tim23-1 inh	tim10-1 inh	APJ antag	TIM10 inh	UPR XBP1 act	CXCR6 inh	UPR CHOP act	Mdm2-MdmX inh
> COc1cc(NC(=O)C2=CC(c3ccco3)=NS(=O)(=O)N2C)cc(OC)c1OC
  3	7	10	-3	2	-3	-3	1.9	12
> COC(=O)c1sc(N2C(=O)C(=O)/C(=C(/O)c3ccc(C)cc3)C2c2ccco2)nc1C (stereo not drawn)
  -3	21	23	18	18	-7	x	0.6	18
> Cc1occc1C(=O)N/N=C/c1cccs1
  -2	-14	-23	-1	-1	4	-11	3.9	-30
> O=C(NC1CCCC1)C(c1ccsc1)N(Cc1ccco1)C(=O)Cc1cccs1 (stereo not drawn)
  -6	33	31	17	19	-5	5	-0.1	21
> COc1ccccc1Nc1nc(N)nc(-c2oc3ccccc3c2C)n1
  -4	-11	24	-2	-14	0	-11	0.2	15

Reprinted at random: two compounds from above
Results follow in this order: APJ agonist	tim23-1 inh	tim10-1 inh	APJ antag	TIM10 inh	UPR XBP1 act	CXCR6 inh	UPR CHOP act	Mdm2-MdmX inh
> O=C(NC1CCCC1)C(c1ccsc1)N(Cc1ccco1)C(=O)Cc1cccs1 (stereo not drawn)
  -6	33	31	17	19	-5	5	-0.1	21
> Cc1occc1C(=O)N/N=C/c1cccs1
  -2	-14	-23	-1	-1	4	-11	3.9	-30

Some of the compounds tested, so the mix of outcomes need not match the whole.
